High-throughput results from PubChem.
TrxR1 inh: qHTS Assay for Inhibitors of Mammalian Selenoprotein Thioredoxin Reductase 1 (TrxR1): qHTS. recombinant rTrxR1, NADPH fluorescence consumption, selenite substrate. Potency, µM (titrated, usually from 114 µM), for inactives: at the highest dose activity change, negative = inhibition, usual class: inhibitors. 390,000 tested, 1% active; also: potency is read from the fitted curve at half-maximal effect; % is scaled to controls: 0 for no effect and ±100 for the full control effect; nearly all actives have a fitted effect of over 65% in size
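Rat TrxR1 (90 nM in the dispensed reagent) was pre-reduced with 400 uM NADPH for 5 min at room temperature, then incubated with compound for 15 min. After 400 uM selenite was added, NADPH fluorescence (Ex 340/Em 450 nm) was followed for 8 min.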
PI4K2A block: qHTS for small molecular inhibitors of PI4K2A | purified PI4K2A, ADP-Glo luminescence, 1 h; stronger effect = lower value | 420,000 tested, 0.13% active | activity change, negative = inhibition, % at 76.9 µM | Phosphatidylinositol 4-kinase type 2-alpha (Homo sapiens), Q9BTU6; in the data active = activity change below about -50%; inconclusive = mostly about -30% to -49%;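 also: -100% = wells without enzyme as full effect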
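Compounds are screened against recombinant PI4K2A using PI as substrate and ATP, the latter dispensed at 300 microM. Reactions run one hour at ambient temperature before ADP-Glo detection; full inhibition defined by wells lacking enzyme.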
TRHR ag: qHTS for Small Molecule Agonists and Allosteric Enhancers of Human TRH Receptor: Primary Screen for Agonists | Thyrotropin-releasing hormone receptor (Homo sapiens), P34981 | TRHR cells, calcium flux fluo-8, FDSS agonist mode | activation, % at 2 µM | 360,000 tested, 0.18% active | AID 493084, 2011; in the data active = activation above about 30%; also: 0% is about no effect
Target sequence (P34981 whole entry, looked up): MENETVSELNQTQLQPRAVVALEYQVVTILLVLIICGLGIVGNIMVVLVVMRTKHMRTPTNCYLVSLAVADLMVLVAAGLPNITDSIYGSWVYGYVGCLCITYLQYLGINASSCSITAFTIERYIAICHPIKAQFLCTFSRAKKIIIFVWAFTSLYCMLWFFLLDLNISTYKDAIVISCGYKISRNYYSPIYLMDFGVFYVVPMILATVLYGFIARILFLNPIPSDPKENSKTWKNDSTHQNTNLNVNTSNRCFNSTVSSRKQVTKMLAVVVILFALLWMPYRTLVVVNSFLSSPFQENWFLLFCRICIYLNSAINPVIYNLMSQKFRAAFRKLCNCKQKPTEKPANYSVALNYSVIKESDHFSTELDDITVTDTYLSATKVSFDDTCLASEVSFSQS
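TRHR-expressing cells loaded with fluo-8 calcium dye; 23 nL library compound pin-transferred, kinetic FDSS fluorescence (Ex 480/Em 530) recorded about 180 s for agonist-induced calcium release, before a 10 nM TRH EC20 addition for potentiator mode.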
TrxR1 substrate: qHTS Assay for Substrates of Mammalian Selenoprotein Thioredoxin Reductase 1 (TrxR1): qHTS; 390,000 tested, 0.01% active; AID 588456, 2011; Potency, µM (doses to about 114 µM), without a hit: at the highest dose activity change, negative = substrate turnover; purified TrxR1 substrate turnover, NADPH consumption readout; also: potency is read from the fitted curve at half-maximal effect; % is scaled to controls: 0 for no effect and ±100 for the full control effect; nearly all actives have a fitted effect of over 50% in size
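Rat TrxR1, dispensed at 90 nM, was prereduced with 400 uM NADPH (final) for 5 min at ~22 deg C, then incubated with compound 15 min before 400 uM selenite. A first-read NADPH fluorescence drop versus no-compound background flagged substrates.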
D2 antag: HTS Assay for Allosteric Antagonists of the Human D2 Dopamine Receptor: Primary Screen for Antagonists; AID 485344, 2010; HEK293 TREx D2 cells, calcium flux, dopamine EC80; inhibition, % at 10 µM; 340,000 tested, 2% active; in the data active = inhibition above about 30%; also: 0% is about no effect
Target sequence (P14416 whole entry, looked up): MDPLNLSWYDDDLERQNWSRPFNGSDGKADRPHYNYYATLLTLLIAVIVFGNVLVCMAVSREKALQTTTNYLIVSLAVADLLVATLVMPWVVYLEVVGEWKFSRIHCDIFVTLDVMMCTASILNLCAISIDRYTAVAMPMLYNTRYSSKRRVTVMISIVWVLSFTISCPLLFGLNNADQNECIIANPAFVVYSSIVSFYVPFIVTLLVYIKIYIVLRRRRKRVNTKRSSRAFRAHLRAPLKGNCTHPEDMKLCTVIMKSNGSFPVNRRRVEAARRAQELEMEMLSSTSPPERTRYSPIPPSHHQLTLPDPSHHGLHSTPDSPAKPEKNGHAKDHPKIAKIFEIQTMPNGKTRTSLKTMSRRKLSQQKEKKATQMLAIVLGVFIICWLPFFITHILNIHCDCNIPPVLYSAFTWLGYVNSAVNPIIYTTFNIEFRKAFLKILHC
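Tetracycline-induced HEK293 T-REx cells expressing D2 force-coupled to calcium signalling were dye-loaded, exposed to compound for 180 s, then challenged with an EC80 of dopamine; calcium flux was followed kinetically for a further 180 s.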
USP1 inh: Inhibitors of USP1/UAF1: Primary Screen; Potency, µM (doses to about 57.1 µM), for the others: at the highest dose activity change, negative = inhibition, actives largely listed as inhibitors; 390,000 tested, 0.23% active; Ubiquitin carboxyl-terminal hydrolase 1 (Homo sapiens), O94782; recombinant USP1/UAF1, Ub-Rhodamine cleavage fluorescence; also: potency is read from the fitted curve at half-maximal effect; % is scaled to controls: 0 for no effect and ±100 for the full control effect; nearly all actives have a fitted effect of over 60% in size; inactives centre near -12
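USP1/UAF1 complex at 1 nM was preincubated with compound for 15 min at room temperature, then Ub-Rho substrate (150nM final) was added. Fluorescence (480/540 nm) was read kinetically, 6 reads every 60 seconds.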
TRHR PAM: qHTS for Small Molecule Agonists and Allosteric Enhancers of Human TRH Receptor: Primary Screen for Enhancers; 360,000 tested, 0.66% active; enhancement, % at 2 µM; TRHR cells, fluo-8 calcium fluorescence, EC20 TRH enhancement; in the data active = enhancement above about 30%; also: 0% is about no effect
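Enhancer read-out: after compound pinning and an initial kinetic agonist-mode read, an EC20 of TRH (10 nM final) was injected and fluo-8 calcium signal (Ex 480/Em 530) followed at 1 s/cycle for 100 cycles in TRHR-expressing cells.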
D2 agonist: HTS Assay for Allosteric Agonists of the Human D2 Dopamine Receptor: Primary Screen for Agonists; D(2) dopamine receptor (Homo sapiens), P14416; 340,000 tested, 0.53% active; activation, % at 2 µM; HEK293 T-REx D2 cells, calcium flux agonist mode;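 active = activation over 3 SD above normal in the single-dose calcium agonist read, cut at about 30% in these data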; also: 0% is about no effect
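Tetracycline-induced HEK293 Trex cells with D2 receptor force-coupled to calcium signaling, plated overnight at 30 C and loaded with no-wash calcium dye. Calcium flux read kinetically for 180 s after compound addition; responses flag agonists.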
IDH1 R132H inh: qHTS for Inhibitors of mutant isocitrate dehydrogenase 1 (IDH1): qHTS; Isocitrate dehydrogenase [NADP] cytoplasmic (Homo sapiens), O75874; IDH1-R132H enzyme, NADPH consumption, diaphorase/resazurin fluorescence; Potency, µM (doses to about 76.6 µM), for the others: at the highest dose activity change, negative = inhibition, actives largely listed as inhibitors; 390,000 tested, 0.093% active; AID 602179, 2012; also: potency is read from the fitted curve at half-maximal effect; % is scaled to controls: 0 for no effect and ±100 for the full control effect; nearly all actives have a fitted effect of over 65% in size
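IDH1-R132H (0.5 ug/mL dispensed) in pH 7.5 Tris buffer was preincubated 30 min with compound, then given a substrate mix of 0.016 mM NADPH and 2 mM alpha-KG for 80 min at room temperature; remaining NADPH was read by diaphorase/resazurin fluorescence.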
Numbers without * were called inactive; u = inconclusive; x = not tested or not shown; & = joins results of further samples; [ ] = dose if it differs, or a comment. Unless noted, calls follow the shape of the dose curve; as a rule, active = well fitted inhibition curve with a large enough effect; inconclusive = small, poorly fitted or top-dose-only effect; inactive = no such curve, though single readings can be large or run the other way.

SMILES | TrxR1 inh | PI4K2A block | TRHR ag | TrxR1 substrate | D2 antag | USP1 inh | TRHR PAM | D2 agonist | IDH1 R132H inh
Cc1cc(C)c(NN=c2c(=O)c3ccccc3c2=O)c(C)c1 | -6% | 1 | -0.2 | -12% | -23 | -3% | 8 | -1.4 | 7%
C=CCn1c(=O)c2ccccc2n2c(SCc3csc(-c4ccccc4)n3)nnc12 | 5% | 3 | 0.3 | -5% | -16 | -5% | 10 | 0.0 | 8%
COc1ccc(-c2cc(=O)oc3cc(OCC(=O)N4C[C@H]5C[C@@H](C4)c4cccc(=O)n4C5)ccc23)cc1 | -8% | 2 | -0.1 | -2% | x | u | -9 | x | -11%
COc1cccc(CN(C(=O)COc2ccccc2[N+](=O)[O-])C2CCS(=O)(=O)C2)c1 (configuration not stated) | -5%[57.1 µM] | -6 | 0.2 | -1%[57.1 µM] | -7 | 0% | 5 | 0.0 | 0%
COc1ccccc1-n1c(C)nc2cc(C(=O)NCCN3CCOCC3)ccc21 | 29% | 3 | 0.0 | 3% | 9 | 5% | 1 | 0.0 | 8%
O=C(c1ccc(Cn2c(=O)[nH]c3ccsc3c2=O)cc1)N1CCN(c2ccccc2)CC1 | 3% | -2 | 0.8 | -11% | -6 | -6% | 8 | 0.0 | -1%
O=C(Nc1ccc(F)cc1F)C1CCCN1S(=O)(=O)c1cccc2nsnc12 (configuration not stated) | -10%&15% | 1&3 | -0.2&-0.2 | -2%&2% | 2 | -6%&-10% | 6&12 | 0.4&-1.1 | 4%&-4%
Cc1[nH]c2ccccc2c1C(=O)COC(=O)c1c(-c2ccccc2Cl)noc1C | -8% | -5 | 1.4 | -10% | -1 | -6% | -3 | 2.3 | 2%
COc1cccc(-n2ccnc2SCC(=O)N2CCCc3ccccc32)c1 | 6% | -4 | 0.1 | 7%[57.1 µM] | -2 | -2% | -9 | -1.6 | 4%
CCCn1cc(S(=O)(=O)c2ccc(C)cc2)c(=O)c2cc(OC)c(OC)cc21 | 1%&5% | -1&-2 | 0.0&-0.9 | -1%&2% | -9 | -14%&-10% | 13&4 | -0.3&-0.3 | -4%&7%
Cc1cccc(C(=O)N2CCCC(N3CCN(c4cccc(Cl)c4)CC3)C2)n1 (configuration not stated) | -7% | -1 | 0.2 | -9% | 4 | -15% | 13 | -0.2 | 0%
COC(=O)c1cc(S(=O)(=O)NCc2cccs2)c[nH]1 | 16% | -3 | -0.1 | 2% | 10 | -20% | -4 | 0.4 | 9%
Cc1ccc(Cc2c(C)nn(-c3nc(C)c(C(=O)N4CCCCC4C)s3)c2C)cc1 (configuration not stated) | 18% | 1 | -0.9 | 3% | x | u | -2 | -0.5 | 0%
O=C(NCCc1ccccc1)c1cc(S(=O)(=O)N2CCCC2)ccc1F | 12% | -2 | 0.4 | 7% | 4 | -17% | 1 | -1.0 | -8%
CCn1cnc2c1c(=O)n(Cc1ccc(C(=O)OC)cc1)c(=O)n2Cc1ccccc1 | 15% | 6 | 0.4 | 0% | -29 | -27% | -1 | -0.2 | -10%
S=c1[nH]c(-c2ccccc2)cn1/N=C/c1cccc2ccccc12 | u | 5 | 0.9 | -4%[57.1 µM] | 33* | -18% | 34* | 0.2 | 2%
COc1ccc2[nH]c3c(c2c1)CCN1C(=O)N([C@@H](C)C(=O)NCc2ccccc2OC)C(=O)[C@]31C | 1% | -1 | -0.6 | 0% | -9 | -1% | 1 | -0.1 | -11%
CCn1nc(NS(=O)(=O)c2ccc([N+](=O)[O-])cc2)c2cc3ccc(C)cc3nc21 | 2% | 3 | -0.7 | 0% | 3 | -11% | 11 | -1.8 | 0%
COc1ccc(-c2nnc(SCC(=O)N3CCOCC3)o2)cc1OC | 17%[57.1 µM] | -1 | 0.1 | 6%[57.1 µM] | 14 | -17% | 5 | 0.4 | 12%
O=C(NC1CC1)C1=C[C@H](C2CCCCC2)C[C@H](OCc2ccc(CO)cc2)O1 | -14%[57.1 µM] | -1 | 0.6 | -2%[57.1 µM] | 4 | -8% | 10 | -0.3 | -10%
Oc1ccc(-c2nc3ccccn3c2NCc2ccco2)cc1 | 20% | 13 | -0.5 | 85%[activator] | -3 | -20% | 1 | -0.2 | 0%
COc1ccc(COC(=O)c2ccc(Cl)c(S(=O)(=O)N3CCOCC3)c2)cc1F | 0% | 4 | 1.3 | -12% | 1 | -4% | -2 | 0.3 | 8%
CCOC(=O)c1ccc(NC(=O)COc2ccccc2OC)cc1 | 4% | 0 | x | -9% | x | -11% | x | x | 9%
O=C(OCC(=O)N1CCOCC1)c1ccccc1Cc1ccccc1 | -9% | -6 | -0.4 | -10% | 0 | -21% | 0 | -0.1 | 2%
CC1(c2nnc(Cc3ccccc3)o2)CC(c2ccncc2)=NO1 (configuration not stated) | 11% | 3 | x | -1% | x | 20% | x | x | -4%

Further structures follow:
SMILES | TrxR1 inh | PI4K2A block | TRHR ag | TrxR1 substrate | D2 antag | USP1 inh | TRHR PAM | D2 agonist | IDH1 R132H inh
CCN(c1ccccc1)S(=O)(=O)c1cc(NC(=O)Nc2ccccc2C#N)ccc1Cl | -4% | -1 | 0.0 | -8% | 3 | 0% | -8 | -0.7 | 1%
Cc1c(Cl)cccc1NC(=O)CSc1nc(=O)[nH]c2c1CCC2 | 3%[57.1 µM] | 1 | 0.0 | -2%[57.1 µM] | x | -27% | -7 | 0.2 | -9%
Cc1cc(C)n2nc(SC(C)C(=O)N3CC(C)OC(C)C3)nc2n1 (configuration not stated) | 22% | 1 | x | 5% | x | 2% | x | x | 2%
O=C(Cc1cccs1)Nc1ccc(-c2nnc(-c3ccccc3)o2)cc1 | 1% | 3 | x | 43%[activator] | x | -14% | x | x | -1%
O=C(O)/C=C/C(=O)Nc1ccc(SC(F)(F)C(F)(F)C(F)(F)F)cc1 | 9% | 2 | 0.3 | -1% | 6 | -21% | -2 | x | -5%
CCNC(=S)NNC(=S)NCc1ccccc1 | -25% | 2 | 0.4 | -11% | 1 | -4% | 11 | -2.9 | 2%
OCc1cnc(SCc2ccccc2F)n1Cc1ccc(F)cc1 | 15%[57.1 µM] | -3 | 0.0 | 2%[57.1 µM] | x | -9% | 6 | -1.5 | 10%
COc1cc(/C=C2\SC(=O)N(CC(=O)Nc3ccc(C)cc3)C2=O)cc(Cl)c1OCC(=O)O | -16% | -10 | 1.4 | -2% | -3 | 15% | -10 | x | -23%
O=C(c1ccco1)N(Cc1ccco1)c1ccc(O)cc1 | 4%[57.1 µM] | 11 | -0.6 | 11%[57.1 µM] | -4 | -18% | -4 | -0.5 | 1%
C=C(C)Cn1c(N2CCC(Cc3ccccc3)CC2)nc2c1c(=O)[nH]c(=O)n2C | 14%[57.1 µM] | 8 | 0.4 | -9% | 10 | -23% | 8 | -1.6 | 4%
CCOC(=O)C(C(C)=O)c1nc(C)nc2c1nnn2Cc1ccccc1Cl (configuration not stated) | -11% | -1 | -0.4 | -6% | x | 2% | 10 | -0.5 | 0%
Cc1ccc(S(=O)(=O)CCC(=O)Nc2sccc2C(N)=O)cc1 | 4%[2.29 µM] | -10 | x | -6%[57.1 µM] | x | -15% | x | x | 2%
Cc1cc(-c2ccc(C)c(S(=O)(=O)Nc3ccc(C)c(N(C)C)c3)c2)on1 | -2%[57.1 µM] | 3 | -0.7 | -8%[57.1 µM] | x | -20% | 14 | -0.5 | -5%
Cc1ccccc1NC(=O)c1sc(NC(=O)COc2ccccc2)c(C#N)c1C | 0% | -2 | 0.2 | -2% | 13 | -5% | 1 | 2.1 | -2%
CC1CNCCN1S(=O)(=O)c1cccc2cnccc12 (configuration not stated) | u | -11&4&-7 | 0.7&0.2 | 8%[57.1 µM] | 9&-11 | -22%&-14% | -5&11 | -0.8&-0.9 | -3%&6%

Not a hit list (roughly 3.9% active in at least one column).
